High-throughput results: PubChem, several laboratories
MC4R antag cAMP: antagonists of human melanocortin 4 receptor (MC4R) | P32245 | 0.48% of 360,000 active | MC4R-expressing cells, MTII-stimulated cAMP, LANCE TR-FRET | inhibition, % at 6.5 µM | AID 540295;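 active = inhibition above its plate's cutoff, the mean of tested wells on that plate plus 3 SD, cut at about 29% in these data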;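 also: 0% = Melanotan II alone and 100% = Melanotan II plus saturating MCL0020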
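system = U2OS cells with stable human MC4R expression | also added = Melanotan II challenge after compound preincubation | dosing = one concentration, 6.5 µM nominal | incubation = compound 30 min, challenge 1 h, detection 1 h | measured by = TR-FRET with Eu-cAMP and labeled anti-cAMP, 671 nm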
TLR9-MyD88 block: inhibitors of human TLR9-MyD88 binding. 0.21% of 340,000 active. inhibition, % at 4.98 µM. CHO BLA complementation TLR9-MyD88, CCF4 FRET ratio. AID 504734;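 active = inhibition above the mean over all tested compounds plus 3 SD, cut at about 21% in these data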;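 also: 0% = DMSO only wells and 100% = clavulanate BLA inhibitor control wells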
aDG glyco up: increases alpha dystroglycan glycosylation; Pro5-aDG cells, alpha-DG glycosylation AlphaScreen (IIH6); 0% Pro5, 100% B10-LARGE cell signal; activation, % at 10 µM; 0.22% of 360,000 active; AID 624168;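 active = activation of at least 8% versus controls, or a plate z-score of at least 8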;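 also: Pro5 are CHO cells carrying HIG-tagged alpha-DG that lacks glycosylation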
MC4R barr agon: agonists of human melanocortin 4 receptor (MC4R) beta-arrestin; U2OS MC4R beta-arrestin complementation, luminescence; percent of melanotan II response, DMSO zero; AID 540308; activation, % at 8.9 µM; 0.98% of 360,000 active;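 active = activation above a per-plate cutoff, the mean activation of sample wells on that plate plus 3 SD, cut at about 8% in these data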
Vif inh: HIV Vif inhibition; HEK293T cells, Vif self-association by quenched fluorescence, imaging, 24 h; 0.35% of 340,000 active; inhibition, % at 7.49 µM; in the data active = inhibition above about 50%, passing the limit was not always enough; also: some results filed as inactive read as strong as hits
ABCB6 inh MLPCN: human ABCB6 transporter inhibition | Q9NP58 | K562-ABCB6 porphyrin accumulation, flow cytometry, 1 h; hits give low values | fluorescence ratio to DMSO, % at 10 µM | 0.19% of 360,000 active | AID 602162;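 active = fluorescence ratio to DMSO below 75%, the collection mean minus 3 SD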;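 also: signal is porphyrin accumulated inside mitochondria; 100% equals median channel fluorescence of DMSO control wells; lower ratio means ABCB6 inhibition with less porphyrin fluorescence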
Target sequence (Q9NP58 whole entry, looked up): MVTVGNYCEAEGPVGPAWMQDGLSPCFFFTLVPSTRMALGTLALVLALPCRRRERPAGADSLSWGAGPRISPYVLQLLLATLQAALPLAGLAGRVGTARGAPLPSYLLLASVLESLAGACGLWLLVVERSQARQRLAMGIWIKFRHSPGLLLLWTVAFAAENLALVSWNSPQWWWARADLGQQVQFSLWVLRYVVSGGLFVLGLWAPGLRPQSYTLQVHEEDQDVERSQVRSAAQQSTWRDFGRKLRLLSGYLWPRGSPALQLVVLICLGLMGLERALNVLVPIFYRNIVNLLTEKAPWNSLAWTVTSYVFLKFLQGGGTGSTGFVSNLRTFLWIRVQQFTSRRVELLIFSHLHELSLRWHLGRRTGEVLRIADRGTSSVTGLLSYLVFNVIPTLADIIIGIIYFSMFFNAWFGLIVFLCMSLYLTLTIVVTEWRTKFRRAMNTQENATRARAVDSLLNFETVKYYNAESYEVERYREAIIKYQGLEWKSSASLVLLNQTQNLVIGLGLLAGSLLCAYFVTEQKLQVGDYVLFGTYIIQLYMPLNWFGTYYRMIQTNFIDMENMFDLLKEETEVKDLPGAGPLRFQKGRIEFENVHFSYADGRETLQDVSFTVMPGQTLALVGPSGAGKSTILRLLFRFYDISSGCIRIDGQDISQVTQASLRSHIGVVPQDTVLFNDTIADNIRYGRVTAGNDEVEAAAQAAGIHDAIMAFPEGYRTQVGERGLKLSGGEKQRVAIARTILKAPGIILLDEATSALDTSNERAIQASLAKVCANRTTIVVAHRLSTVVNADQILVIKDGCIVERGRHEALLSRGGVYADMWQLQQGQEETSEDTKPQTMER
ABHD5-PLIN5 inh: blocks binding of human ABHD5 to perilipin-5; Q00G26+Q8WTS1; Split G. princeps luciferase complementation, luminescence, 4 h; inhibition, % at 4 µM; 0.78% of 360,000 active;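 active = inhibition above the mean inhibition across every tested compound plus 3 SD, cut at about 22% in these data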;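 also: 0% = DMSO only wells and the 100% control is not disclosed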
Granule exo inh: lytic granule exocytosis inhibition. TALL-104 LAMP-1 surface exposure, flow cytometry; cells stimulated with thapsigargin and PMA. inhibition, % at 10 µM. 0.66% of 360,000 active. AID 651702;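 active = inhibition above about 55%, limit read from the data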
NOD2 RIPK2 PPI: blocks binding of human NOD2 to RIPK2; O43353; CHO BLA complementation NOD2-RIPK2, CCF4 ratio; inhibition, % at 4.98 µM; 0.38% of 360,000 active; AID 624267; in the data active = inhibition above about 21%;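 also: 0% = vehicle only and 100% = reference blocker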
N-glyco inh: blocks N-linked glycosylation in D54 reporter cells; D54 ERlucT glycosylation luciferase reporter, 24 h; percent of 100 nM tunicamycin response; reporter increase, % at 12.5 µM; 0.23% of 360,000 active; AID 588692;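 active = mean luciferase reporter signal, scaled so untreated is 0 and the glycosylation-blocking control 100, at or above a set limit in every replicate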;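 also: luciferase carries N-glycosylation sites so blocking glycosylation raises the light; 0% = median of neutral control wells and 100% = median of 100 nM tunicamycin wells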
* hit, by the source's call; nt = no result given. These rows are one share of the data (hit frequency here may not be typical).

Second line of a record: MC4R antag cAMP, TLR9-MyD88 block, aDG glyco up, MC4R barr agon, Vif inh, ABCB6 inh MLPCN, ABHD5-PLIN5 inh, Granule exo inh, NOD2 RIPK2 PPI, N-glyco inh
CC(C)C(=O)NC(c1ccco1)c1c(O)ccc2ccccc12 (stereo unspecified)
    4, 3, 3.0, -1.3, -1, 102, -1, -2, -24, -2
CCN(CC(=O)Nc1ccccc1C(F)(F)F)C(=O)c1cc(-c2ccccc2)nn1-c1ccccc1
    12, 2, 0.2, -1.8, -8, 103, -6, -9, -2, -1
Cc1cc2nn(-c3ccccc3)nc2cc1NC(=O)c1cccs1
    14, -2, 0.2, -0.4, -4, 93, 5, 1, 1, 2
CCN1CCN(C(=O)CN(C)S(=O)(=O)c2ccc(OC)c(C)c2)CC1
    9, 0, -0.2, -1.3, -4, 103, 0, 0, 3, -2
CCOC(=O)N1CCN(C(=O)CCCn2c(=S)[nH]c3ccccc3c2=O)CC1
    3, -3, 0.1, -3.2, nt, 96, 1, 5, -6, nt
O=S(=O)(c1ccc(Br)c2ccccc12)N1CCOCC1
    0, 1, 0.1, -0.9, -2, 92, -2, -13, -3, -2
CCC(=O)Nc1nnc(SCC(=O)N2c3ccccc3CC2C)s1 (stereo unspecified)
    4, -3, -0.2, 0.3, -1, 103, 3, 0, 3, 0
C#CCn1c(O)c(N=NC(=O)C(O)c2ccccc2)c2ccccc21 (stereo unspecified)
    -8, 3, -0.1, 0.2, -1, 98, -2, 2, 5, 5
Cc1ccc(/C=C/C(=O)NCCCc2ccccc2)cc1
    11, -15, -0.1, 1.6, 6, 97, -6, -5, -2, 4
CC(C)CCc1noc(CN2CCN(CC(=O)NC(C)C)CC2)n1
    6, -6, 0.3, 1.7, -3, 88, -1, 0, -13, 2

Further entries.
Second line of a record: MC4R antag cAMP, TLR9-MyD88 block, aDG glyco up, MC4R barr agon, Vif inh, ABCB6 inh MLPCN, ABHD5-PLIN5 inh, Granule exo inh, NOD2 RIPK2 PPI, N-glyco inh
C(=C\c1nc2ccccc2[nH]1)/c1ccccc1
    -5, -8, 0.0, -0.9, -2, 98, 2, -1, -1, -14
Cc1cc(C)n(-c2ccc([N+](=O)[O-])cc2)n1
    19, 2, -0.3, 4.0, 4, 183, 11, -4, -13, 0
O=C(CN1C(=O)C(=O)N(Cc2ccco2)C1=O)NC1CCCCC1
    -3, 3, -0.1, -3.9, 4, 98, 1, 0, -5, 3
Cc1cc(C)n2nc(SCC(=O)N3CCc4ccccc43)nc2n1
    15, -2, 0.1, 2.9, -1, 90, -1, 2, -5, 1
COCc1[nH]nc2c1C1(C(=O)Nc3ccc(F)cc31)C(C#N)=C(N)O2 (stereo unspecified)
    5, -7, 0.0, -1.1, 4, 81, 3, -1, 4, 1
COC(=O)C1=NN(c2cccc3ccccc23)C2C(=O)N(c3ccccc3OC)C(=O)C12 (stereo unspecified)
    9, nt, -0.1, -0.7, -1, 104, 0, 3, 7, -2
Cc1ccc(C(=O)O)cc1NC(=S)NC(=O)c1ccc([N+](=O)[O-])cc1Cl
    3, -2, -0.1, -3.1, 1, 97, -4, 2, 4, 3
CCCn1c(O)c(N=NC(=O)c2ccco2)c2ccccc21
    -9, -2, 0.0, -1.1, 2, 104, -4, -1, -4, 7
CCOc1ncccc1C(=O)NCc1ccc(OC)c(OC)c1
    8, 4, 0.8, -2.1, 18, 100, 1, 1, -11, -2
CCOCC(=O)N1CCN(c2ccccc2OC)CC1
    -1, 4, -0.2, -1.2, 10, 100, 2, 12, -6, 2

Further structures.
Second line of a record: MC4R antag cAMP, TLR9-MyD88 block, aDG glyco up, MC4R barr agon, Vif inh, ABCB6 inh MLPCN, ABHD5-PLIN5 inh, Granule exo inh, NOD2 RIPK2 PPI, N-glyco inh
Cc1cc(C)cc(NC(=S)Nc2ccc3cn[nH]c3c2)c1
    24, 0, 0.1, -3.1, -1, 95, -4, 0, 9, 1
CCn1c(=O)n(CC(=O)N2CCN(c3ccccc3F)CC2)c(=O)c2ccccc21
    7, -3, 0.0, -0.7, 3, 95, 0, 4, -16, -1
Cc1cccc(/C=N/NC(=O)c2ccncc2)n1
    -3, -2, -0.2, -0.3, -12, 92, -6, -2, 0, 0
CCOc1ccc(S(=O)(=O)NCCC(=O)NCC(c2ccc(OC)cc2)N2CCOCC2)cc1 (stereo unspecified)
    -2, -5, -0.1, 0.6, -8, 94, 1, -12, -8, 4
Cc1ccc(C)c(SCC(=O)OCC(=O)Nc2ccc(S(=O)(=O)N3CCOCC3)cc2)c1
    7, -2, 0.0, -1.1, -5, 96, 2, 4, -8, 1
O=S(=O)(N/N=C/c1cccnc1)c1ccc(Cl)c(Cl)c1
    -2, 1, -0.2, -0.9, 6, 101, -13, 13, 1, 2
O=[N+]([O-])c1ccc2nc(SCc3cn4ccccc4n3)[nH]c2c1
    10, -2, 0.0, -2.0, -10, 99, 3, 0, 8, 2
CS(=O)(=O)N(CC(=O)NCc1ccco1)c1cccc([N+](=O)[O-])c1
    26, -6, 0.3, 0.5, 2, 102, 0, -1, -6, 0
Cc1c(Cc2c(Cl)cccc2Cl)c(=O)ccn1C(C)c1ccccc1 (stereo unspecified)
    10, 4, 0.0, -1.9, 25, 110, 7, 16, 7, -4
O=C(COc1ccc2ccccc2c1)NNC(=O)Nc1ccccc1F
    -2, -5, -0.2, -3.5, -7, 111, -3, -1, -6, 3

Following part
Second line of a record: MC4R antag cAMP, TLR9-MyD88 block, aDG glyco up, MC4R barr agon, Vif inh, ABCB6 inh MLPCN, ABHD5-PLIN5 inh, Granule exo inh, NOD2 RIPK2 PPI, N-glyco inh
CCOC(=O)C1(CCOc2ccccc2)CCN(Cc2cnc(C)s2)CC1
    14, 4, 2.8, -0.4, -4, 97, 1, 0, -15, -4
COc1ccc(C(=O)O)cc1S(=O)(=O)Nc1cc(Cl)ccc1N1CCOCC1
    0, -3, 0.0, -0.7, -4, 102, 5, -2, -2, -1
CCN(CC)CCC(=O)Nc1cccc2c1C(=O)c1ccccc1C2=O
    -5, nt, 0.1, -3.1, nt, 100, 1, 56*, 10, 110*
COc1ccc(CCNC(=O)CSc2nnc(Cn3c(=O)sc4ccccc43)n2C)cc1OC
    1, -10, 0.0, -1.6, -1, 107, 1, -2, -3, 2
CC1CC(=O)Nc2ccccc2N1S(=O)(=O)c1ccc(Cl)cc1 (stereo unspecified)
    20, 2, -0.1, 1.4, 17, 100, 10, 4, -6, 0
COc1ccc(NC(C)=O)cc1CNC(=O)CN1CCOCC1
    -2, 1, 0.0, 0.3, 28, 102, 0, 15, -7, 0
COC(=O)C1(C)CCc2cc(OC)ccc2C1=O (stereo unspecified)
    -5, -9, -0.1, -2.9, -1, 100, -5, 11, -7, 0
O=C(C1CCN(C2CC(=O)N(c3cccc(Cl)c3)C2=O)CC1)N1CCCC1 (stereo unspecified)
    -3, -4, -0.2, -0.1, 7, 101, 9, -1, 11, 0
CN(C)c1cc2c3ccccc3n(C)c2cc1N
    0, -3, -0.3, 1.3, -3, 103, -12, -1, -14, 1
CN(C)C1(CNC(=O)Nc2ccccc2)CCCCC1
    9, 8, 0.0, -0.5, 10, 97, 6, -8, 3, 1

Other structures follow:
Second line of a record: MC4R antag cAMP, TLR9-MyD88 block, aDG glyco up, MC4R barr agon, Vif inh, ABCB6 inh MLPCN, ABHD5-PLIN5 inh, Granule exo inh, NOD2 RIPK2 PPI, N-glyco inh
CCC(C)c1ccc(S(=O)(=O)Nc2cccnc2)cc1 (stereo unspecified)
    20, -11, 0.2, -1.4, -10, 95, 3, 20, 0, 1
CC(=O)Nc1ccc(S(=O)(=O)N(C)CC(=O)OC2CCCCC2=O)cc1 (stereo unspecified)
    10, -12, 0.0, -1.0, 1, 96, -2, 2, -4, 0
CCC1CCCCN1C(=O)COC(=O)c1cc(Br)ccc1Cl (stereo unspecified)
    -2, -2, -0.2, -1.6, 0, 82, -2, -6, 2, 1
O=S(=O)(c1ccc(N2CCN(S(=O)(=O)c3ccccc3)CC2)nc1)N1CCCC1
    5, 0, -0.2, 0.1, 17, 100, 3, 2, 4, 3
Cc1ccc(CNC(=O)CN2C(C)CCCC2C)cc1 (stereo unspecified)
    -4, 0, 0.6, 0.4, 9, 99, -1, -1, -7, 1
Cc1ccc(/C=N/NC(=O)c2c[nH]c3ccccc23)o1
    1, 6, -0.1, 0.3, -15, 100, 2, -2, -7, -1
CC(C)CC(=O)Nc1ccc(S(=O)(=O)Nc2nccs2)cc1
    5, 4, 0.0, 0.0, -4, 81, 2, -3, -4, 0
COC(=O)c1cc(S(=O)(=O)Nc2c(C)cccc2C)cn1C
    -2, 6, -0.2, 0.9, -3, 98, 4, -2, -5, 0
Cc1ccc(OCC(=O)N/N=C/c2cccnc2)cc1
    0, -5, 0.0, -2.5, -6, 99, 4, 10, -2, 2
O=C(CNC(=O)c1ccccc1)N/N=C/c1cc(Br)ccc1O
    12, -1, 0.9, -1.9, 6, 100, -3, -10, -12, -4
N/C(=N\OC(=O)Cc1ccccc1)c1ccc([N+](=O)[O-])cc1
    -8, 1, -0.1, -0.5, 3, 83, -8, 3, 6, 5
COc1cccc(S(=O)(=O)N(C)C[C@H]2OCc3cnnn3CCCC(=O)N([C@H](C)CO)C[C@H]2C)c1
    4, -11, 0.7, 2.4, 1, 101, -8, 2, -9, 0

Molecules shown so far containing an aryl methoxy group (10):
Second line of a record: MC4R antag cAMP, TLR9-MyD88 block, aDG glyco up, MC4R barr agon, Vif inh, ABCB6 inh MLPCN, ABHD5-PLIN5 inh, Granule exo inh, NOD2 RIPK2 PPI, N-glyco inh
CCN1CCN(C(=O)CN(C)S(=O)(=O)c2ccc(OC)c(C)c2)CC1
    9, 0, -0.2, -1.3, -4, 103, 0, 0, 3, -2
COC(=O)C1=NN(c2cccc3ccccc23)C2C(=O)N(c3ccccc3OC)C(=O)C12 (stereo unspecified)
    9, nt, -0.1, -0.7, -1, 104, 0, 3, 7, -2
CCOc1ncccc1C(=O)NCc1ccc(OC)c(OC)c1
    8, 4, 0.8, -2.1, 18, 100, 1, 1, -11, -2
CCOCC(=O)N1CCN(c2ccccc2OC)CC1
    -1, 4, -0.2, -1.2, 10, 100, 2, 12, -6, 2
CCOc1ccc(S(=O)(=O)NCCC(=O)NCC(c2ccc(OC)cc2)N2CCOCC2)cc1 (stereo unspecified)
    -2, -5, -0.1, 0.6, -8, 94, 1, -12, -8, 4
COc1ccc(C(=O)O)cc1S(=O)(=O)Nc1cc(Cl)ccc1N1CCOCC1
    0, -3, 0.0, -0.7, -4, 102, 5, -2, -2, -1
COc1ccc(CCNC(=O)CSc2nnc(Cn3c(=O)sc4ccccc43)n2C)cc1OC
    1, -10, 0.0, -1.6, -1, 107, 1, -2, -3, 2
COc1ccc(NC(C)=O)cc1CNC(=O)CN1CCOCC1
    -2, 1, 0.0, 0.3, 28, 102, 0, 15, -7, 0
COC(=O)C1(C)CCc2cc(OC)ccc2C1=O (stereo unspecified)
    -5, -9, -0.1, -2.9, -1, 100, -5, 11, -7, 0
COc1cccc(S(=O)(=O)N(C)C[C@H]2OCc3cnnn3CCCC(=O)N([C@H](C)CO)C[C@H]2C)c1
    4, -11, 0.7, 2.4, 1, 101, -8, 2, -9, 0
